Compound activity deposited in PubChem by several laboratories.
SUMO HTRF inh = inhibitors of in vitro SUMOylation cascade, primary screen, biochemical, HTRF, uHTS | SUMO-conjugating enzyme UBC9 (Homo sapiens), P63279 | HTRF SUMOylation assay, SAE1/SAE2 + UBC9 | inhibition, % at 35 µM | actives 0.36% (n = 290,000) | AID 2006, 2009; in the data active means inhibition above about 50%, passing the limit was not always enough; further: strong numbers were not always called active
Target sequence (P63279 whole entry, looked up): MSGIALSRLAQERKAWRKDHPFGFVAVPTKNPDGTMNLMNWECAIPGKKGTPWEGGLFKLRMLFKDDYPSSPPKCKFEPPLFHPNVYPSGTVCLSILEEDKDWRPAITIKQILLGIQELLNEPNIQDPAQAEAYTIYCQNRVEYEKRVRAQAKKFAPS
FID counter = compounds displacing fluorescent DNA intercalator, primary screen, artefact control for HCV NS3 helicase inhibitor project, biochemical, FID fluorescence | DNA fluorescent intercalator displacement | inhibition, % at 7.9 µM | actives 0.17% (n = 290,000) | AID 1845, 2009; in the data active means inhibition above about 37%;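 further: 0% = vehicle and 100% = reference compound; higher means more ethidium bromide displaced from hairpin DNA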
MEKK3 PB1 HTS = modulators of MEKK3-MEK5 PB1 binding, primary screen, biochemical, wildtype MEKK3, multiplex bead flow cytometry, Alexa488-MEK5 | actives 1.4% (n = 290,000) | bead-based flow cytometry, Alexa488-MEK5 binding to MEKK3; actives lie on both sides; 0 = blocked by unlabeled MEK5, 100 = vehicle | binding response (% of control), % at 10 µM | Mitogen-activated protein kinase kinase kinase 3 (Homo sapiens), Q99759 | AID 1529, 2009;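 active means binding response more than 3 SD above or below the average of its plate-row segment, actives on both sides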;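 further: Alexa488 bead fluorescence after subtracting the streptavidin-only scavenger bead signal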
CRFR2-BP ag = agonists of CRF-BP/CRF-R2 complex, primary screen, cell-based, HEK293, calcium dye fluorescence, uHTS; actives 0.46% (n = 350,000); activation, % at 13.2 µM; CRF-binding protein / CRF receptor 2 complex (human); AID 588473, 2011; calcium dye fluorescence (FLIPR); percent of saturating CRF peptide response;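 active means activation of at least 50%, plus an integration ratio under a set limit after plate pattern correction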;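 further: plate controls were neutral control wells without compound for no effect and CRF at EC100 for full effect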
MEKK2 mut-MEK5 = MEK5 binding signal on mutant MEKK2 PB1, primary screen, biochemical, multiplex bead flow cytometry, Alexa488-MEK5; Alexa488-MEK5 binding to MEKK2 mutant; percent response, % at 10 µM; actives 0.35% (n = 290,000); AID 1530, 2009; in the data active means percent response above about 24%, passing the limit was not always enough; further: inactives centre near 1; some results filed as inactive read as strong as hits
GalR3 antag = GalR3 antagonists in HEK293 cells, primary screen, cell-based, fluorescence readout; Galanin receptor type 3 (Homo sapiens), O60755; HEK293 GalR3-CNG cAMP membrane potential fluorescence; galR3 body fused to GalR1 C-terminus; inhibition, % at 3 µM; actives 0.44% (n = 360,000); AID 651719, 2012;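 active means inhibition above the screen-wide average plus 3 SD, cut at about 13% in these data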;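 further: forskolin and galanin both at EC90 stimulate the cells; cAMP rise reported by CNG channel membrane potential dye signal; 0% = forskolin plus galanin with DMSO and 100% = forskolin alone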
Target sequence (O60755 1-299 limits assumed): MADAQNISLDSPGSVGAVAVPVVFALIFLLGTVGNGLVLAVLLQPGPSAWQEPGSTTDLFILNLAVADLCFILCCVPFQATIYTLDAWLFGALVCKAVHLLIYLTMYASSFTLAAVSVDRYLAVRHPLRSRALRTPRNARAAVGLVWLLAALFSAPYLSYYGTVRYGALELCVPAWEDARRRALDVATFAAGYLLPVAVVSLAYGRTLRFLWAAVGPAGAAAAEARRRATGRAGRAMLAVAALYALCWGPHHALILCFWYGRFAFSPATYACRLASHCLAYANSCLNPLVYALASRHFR
MEKK2wt PB1 HTS = modulators of MEK5 binding to wildtype MEKK2, primary screen, biochemical, multiplex bead flow cytometry, Alexa488-MEK5 | AID 1531, 2009 | binding response (% of control), % at 10 µM | actives 1.1% (n = 290,000) | Mitogen-activated protein kinase kinase kinase 2 (Homo sapiens), Q9Y2U5 | Alexa488-MEK5 binding to MEKK2 WT; actives lie on both sides; in the data active means binding response below about 67% or above about 130%
CRFR2-BP antag = antagonists of CRF-BP/CRF-R2 complex, primary screen, cell-based, HEK293, calcium dye fluorescence, uHTS. CRF-induced calcium fluorescence. inhibition, % at 11.8 µM. actives 0.59% (n = 350,000);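 active means inhibition of the ligand-induced calcium signal above about 50% at the single tested concentration, limit read from the data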
NS3 helicase inh = inhibitors of HCV NS3 helicase, primary screen, biochemical, Cy5 molecular beacon fluorescence; Hepatitis C virus NS3 helicase; NS3 helicase DNA unwinding; inhibition, % at 10.9 µM; actives 0.56% (n = 290,000); AID 1800, 2009;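 active means inhibition above the mean of all tested compounds plus 3 SD, set per campaign, cut at about 35% in these data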;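 further: 0% = DMSO wells and 100% = thioflavine S control wells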
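Compound dosing – single dose, 10.9 µM nominal final, DMSO 0.8% final · System – NS3 helicase fragment of HCV · Buffer or medium – MOPS pH 6.5, MgCl2, DTT, Tween20, BSA · Signal – Cy5 beacon fluorescence read at start and 1 h · Also added – annealed dual-labelled DNA beacon duplex, ATP-started · Schedule – 1 h at 25 °C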
* = called active by the depositor; . = not tested or not shown; [ ] = another dose, or the depositor's remark. This is a subset; the hit share may differ from the screen's.

mol	MEKK2wt PB1 HTS	CRFR2-BP antag	MEKK3 PB1 HTS	NS3 helicase inh	SUMO HTRF inh	CRFR2-BP ag	FID counter	GalR3 antag	MEKK2 mut-MEK5
O=C(CC1C(=O)NCCN1Cc1ccc(F)cc1)NCCN1CCCc2ccccc21 (stereo not drawn)	107.0	7.3	108.0	-5.7	8.2	4.5	-24.5	1.8	10.0
Cc1ccccc1-n1nc2c(c1NC(=O)COc1ccc(Cl)cc1)CS(=O)C2 (stereo not drawn)	107.0	-15.7	101.0	-0.8	-8.4	0.2	-21.6	-2.6	2.0
Cc1cccn2c(CNCCc3ccccn3)c(C(=O)N3CCOCC3)nc12	102.0	0.5	103.0	6.4	4.3	-1.0	-2.5	0.0	8.0
COc1cc(NS(=O)(=O)c2ccc(NC(=S)NC(=O)/C=C/c3ccc(OC)c(OC)c3)cc2)ncn1	93.0	-20.2	103.0	11.2	43.0	-4.8	-4.7	-1.9	-6.0
COc1ccc(CNc2nc(C)cc(C)c2C#N)cc1	106.0	7.4	107.0	-6.5	-4.1	0.7	-22.5	-4.3	2.0
CCC1=C(OC(=O)N(CC)CC)N2C(=O)OC(=NCCc3c[nH]c4ccccc34)[C@]2(Cc2ccccc2)[C@H]2C1=CC[C@H]1C(=O)N(C)C(=O)[C@H]12	99.0	-9.9	97.0	.	-10.7	-0.7	.	-8.4	1.0
CCc1c(C)nc2ncnn2c1N1CCC(C(=O)NCc2cccs2)CC1	6.0*[inhibitor]	-11.4	3.0*[inhibitor]	10.0	0.2	0.7	-30.9	-4.4	-46.0
OCC1(Cc2ccc(Cl)cc2)CCN(Cc2ccc3nsnc3c2)CC1	96.0	-36.1	97.0	-25.9	3.8	-0.2	16.1	-1.7	-12.0
Cc1cccc(OCc2nnc(N)s2)c1	101.0	-4.1	100.0	-1.7	19.3	1.0	-1.5	-4.0	2.0
O=C(O)CN(c1ccc(F)cc1)S(=O)(=O)c1ccc2c(c1)OCCO2	97.0	2.1	99.0	9.1	2.7	-1.5	-8.5	-3.1	0.0
CC(C)(C)NC(=O)CN(CCc1ccccc1)C(=O)c1csnn1	99.0	4.6	101.0	-3.5	12.9	-0.8	-1.0	0.5	-8.0
COc1ccc(OC)c(C2CC(=O)Nc3n[nH]c(-c4ccccc4)c32)c1 (stereo not drawn)	95.0	-25.0	94.0	-5.4	2.5	-3.2	-20.0	1.0	-2.0
COC(=O)CCc1sc(Nc2ccccc2)nc1-c1ccc(OC)cc1	118.0	-29.2	105.0	-12.7	-1.7	0.5	-6.8	-12.4	12.0
O=C(/C=C\Nc1ccc2c(c1)OCO2)c1ccc2c(c1)OCO2	98.0	25.5	98.0	-2.1	13.0	-2.2	0.5	-2.7	-8.0
CCOC(=O)CNC(=O)c1sc(NC(=O)c2ccccc2)nc1C	100.0	1.1	97.0	-0.5	18.0	-2.3	-10.1	-2.4	3.0
NC(=O)C1CCN(C2CC(=O)N(c3cccc(F)c3)C2=O)CC1 (stereo not drawn)	94.0	-24.3	97.0	7.1	2.2	-0.7	1.5	-2.4	-5.0
COc1ccc(CCNC(=O)Cn2nnc(-c3ccc(N(C)C)cc3)n2)cc1OC	99.0	5.6	79.0	-1.8	12.5	-1.8	-22.4	-0.3	2.0
Cc1onc(-c2ccccc2Cl)c1C(=O)OCn1nnc2ccccc2c1=O	96.0	10.5	96.0	4.0	-16.5	0.0	-24.1	-4.2	-5.0
O=C1[C@@H]2Cc3c([nH]c4ccccc34)CN2C(=O)CN1CCCO	103.0	-20.4	101.0	-1.1	20.7	8.8	-3.3	-9.0	2.0
COc1ccc(OCC2CCNCC2)cc1	110.0	-4.3	108.0	-5.4	2.1	-0.3	6.3	-8.8	4.0
OC(COc1ccccc1)CN1C2=NCCCN2c2ccccc21 (stereo not drawn)	95.0	-7.9	92.0	-10.4	15.6	-1.5	13.1	.	-13.0
COCCCNC(=O)c1ccc(NS(C)(=O)=O)cc1	99.0	31.1	100.0	-0.5	12.6	-3.3	2.5	2.1	0.0
O=C(N/N=C/c1cccc([N+](=O)[O-])c1)C1CC(=O)N(c2ccc(F)cc2)C1 (stereo not drawn)	96.0	9.3	95.0	-1.6	-4.0	0.7	-6.4	12.3	-2.0
COC(=O)c1ccccc1NC(=S)NC(=O)C1CCCCC1	101.0	-41.3	102.0	5.5	0.0	-3.7	-17.0	-3.4	1.0
CCN(CC)S(=O)(=O)c1cccc(C(=O)N/N=C/c2ccc(O)c(O)c2O)c1	97.0	3.9	97.0	45.1*	50.2*	4.2	-14.4	-2.3	0.0
O=C(NNC(=O)c1cccc(C(F)(F)F)c1)c1ccncc1	104.0	2.9	98.0	-1.4	0.1	-0.3	0.8	0.9	-1.0
COC(CN(C)C(=O)c1ccc2c(c1)NC(=O)c1ccccc1S2)OC	104.0	0.8	107.0	-0.1	9.4	0.8	-27.1	-9.7	6.0
Cc1cc(=O)oc2c(C(=O)/C=C/c3ccccc3)c(O)ccc12	106.0	-7.4	98.0	-5.8	-9.6	-3.3	-0.8	-0.9	3.0
Cc1cc(NC(=O)C2C3C(=O)N(Cc4ccc(Cl)cc4)C(C(=O)NC4CCCCC4)C34C=CC2(C)O4)no1 (stereo not drawn)	.	-34.6	.	1.4	-5.8	0.5	-7.1	-3.2	.
CN(C)c1ccc(CN(Cc2ccco2)C(=O)c2ccco2)cc1	98.0	17.0	101.0	-0.6	-2.4	-4.8	-28.7	-2.4	-6.0

Limited to CRFR2-BP ag, for some of the entries so far:
molecule,CRFR2-BP ag
CC(C)(C)NC(=O)CN(CCc1ccccc1)C(=O)c1csnn1,-0.8
O=C(N/N=C/c1cccc([N+](=O)[O-])c1)C1CC(=O)N(c2ccc(F)cc2)C1 (stereo not drawn),0.7

(list continues)
mol	MEKK2wt PB1 HTS	CRFR2-BP antag	MEKK3 PB1 HTS	NS3 helicase inh	SUMO HTRF inh	CRFR2-BP ag	FID counter	GalR3 antag	MEKK2 mut-MEK5
COc1ccc(C(C)NC(=O)c2ccc([N+](=O)[O-])cc2)cc1OC (stereo not drawn)	106.0	0.6	106.0	-4.0	1.0	0.9	-2.5	1.0	-1.0
CCn1c2ccccc2c2cc(NC(=O)c3cc(OC)c(OC)c(OC)c3)ccc21	98.0	-14.2	99.0	2.1	-3.6	0.5	-4.0	1.8	-3.0
O=C(Nn1cc(C(=O)Nc2ccccc2F)c2ccccc2c1=O)c1cnccn1	102.0	-9.8	113.0	-15.0	27.3	-0.6	-18.2	3.2	1.0
CCCCc1cc(=O)oc2cc(C)cc(OCC(=O)Nc3cccnc3)c12	91.0	-7.4	96.0	-4.9	.	-1.0	-20.9	-1.8	0.0
COc1ccc(CCNC(=O)c2n[nH]c3ccccc23)cc1	95.0	0.7	100.0	6.9	7.3	-2.4	-7.2	-0.8	-5.0
CCC(CC)NC(=O)c1ccccc1Oc1ccccc1	102.0	15.9	104.0	6.2	-3.4	-6.9	-7.5	-1.0	2.0
COc1cc(C(=O)Nc2c(C(=O)N3CCOCC3)oc3ccccc23)cc(OC)c1OC	96.0	2.8	95.0	-9.0	-3.1	-0.1	-42.0	2.8	-1.0
CCOC(=O)N1CCN(C(=O)c2ccc(Cl)c(S(=O)(=O)N3CCOCC3)c2)CC1	101.0	16.0	101.0	2.0	-6.8	-0.1	-13.3	-2.7	0.0
O=C(Cc1ccccc1)N1CCN(S(=O)(=O)c2ccc([N+](=O)[O-])cc2)CC1	86.0	6.5	95.0	10.6	-1.5	1.2	-5.1	-0.5	-12.0
O=C(O)CSc1ncnc2c1oc1ccccc12	104.0	6.4	102.0	6.3	27.5	2.3	-0.3	-0.6	2.0
O=C1NN(c2ccccc2)C(=O)/C1=C/c1cccs1	99.0	.	98.0	14.5	-18.9	.	-11.0	-1.9	12.0
O=C1O/C(=C/c2ccccc2)N=C1c1ccccc1	90.0	-36.8	88.0	-1.4	3.7	1.8	-1.5	-0.8	-4.0
CC1=NN(C(=O)c2cccc(Cn3nc(C)c([N+](=O)[O-])c3C)c2)C(O)(C(F)(F)F)C1 (stereo not drawn)	96.0	10.0	96.0	3.8	13.2	-0.7	-5.9	.	-4.0
Cc1cccc(-c2cc3nc4c(c(N5CCOCC5)n3n2)CCCC4)c1	97.0	-26.9	94.0	-16.4	-3.6	-0.3	-23.3	-8.6	-3.0
Cc1cc(C)nc(-n2ncc3c2CCCC3=O)n1	97.0	2.2	102.0	-6.4	-10.0	0.8	2.4	-0.4	-3.0
O=C1c2ccccc2-c2cccc(C(=O)N3CCN(C(=O)c4ccccc4)CC3)c21	100.0	3.5	98.0	-10.7	8.9	-1.6	-20.9	-3.5	1.0
COc1ccc2c(c1)c(C(O)CN1CCN(Cc3ccc4c(c3)OCO4)CC1)c(C)n2C (stereo not drawn)	112.0	7.1	106.0	-34.3	18.3	-2.0	3.3	3.0	7.0

Exported with values under each structure: entries from further up
The line under a structure holds: MEKK2wt PB1 HTS, CRFR2-BP antag, MEKK3 PB1 HTS, NS3 helicase inh, SUMO HTRF inh, CRFR2-BP ag, FID counter, GalR3 antag, MEKK2 mut-MEK5
O=C1NN(c2ccccc2)C(=O)/C1=C/c1cccs1
    99.0, ., 98.0, 14.5, -18.9, ., -11.0, -1.9, 12.0
O=C1O/C(=C/c2ccccc2)N=C1c1ccccc1
    90.0, -36.8, 88.0, -1.4, 3.7, 1.8, -1.5, -0.8, -4.0
